Source: PubChem BioAssay (several laboratories)
PP1 counter: counter-screen for PP5 inhibitors: inhibitors of human PP1-alpha | purified PP1alpha, OMFP fluorescence | inhibition, % at 6.7 µM | 320,000 compounds, 0.9% hits | AID 2235;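 active means inhibition above the mean inhibition of all tested compounds plus 3 SD, computed separately for each screening campaign, cut at about 15% in these data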
PREPL inhibitor: inhibitors of human prolyl oligopeptidase-like enzyme PREPL. recombinant PREPL, fluorescence polarization activity-based probe. AID 2751. inhibition, % at 5.96 µM. 320,000 compounds, 0.68% hits. Q4J6C6; in the data active means inhibition above about 43%;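 further: 0% = enzyme with DMSO and 100% = wells lacking enzyme; many of its hits are not listed in these tables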
PP5 primary: PP5 (human) phosphatase inhibition. 320,000 compounds, 0.18% hits. P53041. AID 1987. inhibition, % at 6.7 µM. purified PP5c, OMFP substrate fluorescence;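 active means inhibition above the campaign's mean inhibition across all tested compounds plus 3 SD, cut at about 9.5% in these data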;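 further: 0% = DMSO only and 100% = 100 µM cantharidin control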
Target sequence (P53041 whole entry, looked up): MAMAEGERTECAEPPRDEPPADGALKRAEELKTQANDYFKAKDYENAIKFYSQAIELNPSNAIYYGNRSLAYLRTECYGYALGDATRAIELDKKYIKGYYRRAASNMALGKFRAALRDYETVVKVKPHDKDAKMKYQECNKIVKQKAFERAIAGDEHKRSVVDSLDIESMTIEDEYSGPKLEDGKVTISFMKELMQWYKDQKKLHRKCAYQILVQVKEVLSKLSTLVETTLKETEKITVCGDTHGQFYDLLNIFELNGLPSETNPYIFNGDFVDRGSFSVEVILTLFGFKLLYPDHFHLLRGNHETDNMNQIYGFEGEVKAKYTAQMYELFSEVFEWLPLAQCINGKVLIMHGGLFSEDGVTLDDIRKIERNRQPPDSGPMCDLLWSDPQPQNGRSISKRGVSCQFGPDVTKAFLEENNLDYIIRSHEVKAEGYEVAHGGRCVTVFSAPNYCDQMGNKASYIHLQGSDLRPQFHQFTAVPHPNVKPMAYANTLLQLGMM
ZTA DNA inh: blocks Epstein-Barr virus ZTA, an EBNA-1 counter-screen; ZTA-DNA binding, fluorescence polarization; inhibition, % at 11 µM; 320,000 compounds, 0.15% hits; AID 2234; in the data active means inhibition above about 33%
Target sequence (P03206 whole entry, looked up): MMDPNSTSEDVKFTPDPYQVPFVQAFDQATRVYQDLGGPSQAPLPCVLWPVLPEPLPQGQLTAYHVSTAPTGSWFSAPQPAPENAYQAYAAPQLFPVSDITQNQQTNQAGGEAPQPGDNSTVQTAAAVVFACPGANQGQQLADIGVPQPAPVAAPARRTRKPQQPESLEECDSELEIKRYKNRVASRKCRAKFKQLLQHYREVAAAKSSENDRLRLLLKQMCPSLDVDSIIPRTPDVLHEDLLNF
EBNA-1 inhibitor: blocks EBNA-1 binding to DNA; inhibition, % at 14.8 µM; 300,000 compounds, 0.34% hits; EBNA-1 DNA binding, fluorescence polarization; AID 1950; in the data active means inhibition above about 28%
Fh CTSL1 inh: blocks F. hepatica cathepsin L1 in PFM18AAP counter-screen | recombinant F. hepatica cathepsin L1, Z-Leu-Arg-MCA fluorescence | inhibition, % at 5.96 µM | 300,000 compounds, 0.49% hits;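 active means inhibition above the mean of all tested compounds plus 3 SD, set per screening campaign, cut at about 17% in these data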;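 further: 0% = plate median of test compound wells and 100% = 1 µM Z-Phe-Ala-diazomethylketone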
TPT1 inhibitor: inhibitors of Candida albicans tRNA 2'-phosphotransferase TPT1. recombinant caTPT1, FP RNA substrate dephosphorylation. inhibition, % at 5 µM. 300,000 compounds, 0.81% hits. AID 1962;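 active means inhibition above the mean of all tested compounds plus 3 SD, set per screening campaign, cut at about 24% in these data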;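 further: plate controls were DMSO alone for no effect and ferristatin control at 100 nM for full effect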
core dimer inh: blocks dimerization of HCV core protein | inhibition, % at 5 µM | AID 1899 | 300,000 compounds, 0.33% hits | TR-FRET GST/Flag-core106 dimerization, 1536-well;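 active means inhibition above the mean of all tested compounds plus 3 SD, set per screening campaign, cut at about 45% in these data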
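Assay system – GST-tagged and Flag-tagged HCV core protein residues 1-106 · Quantity – core106 proteins, GST 13.5 nM and Flag 17 nM · Benchmarks – unlabelled core106 and no-GST-core106 wells · Read-out basis – percent inhibition of core106 dimerization signal · Detection – time-resolved FRET, ex 340 nm, em 617 and 671 nm · Schedule – 4 h at 22.5 °C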
Efflux pump mplx: inhibitors of Candida antifungal efflux pumps expressed in yeast; S. cerevisiae Candida pump triplex, Nile Red efflux; inhibition, % at 10 µM; 330,000 compounds, 0.44% hits;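 active means plate passing quality check with inhibition over a set limit, or well fluorescence over plate mean plus 4 SD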;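 further: Nile Red retained in pooled yeast measured as flow cytometry median fluorescence; 0% = buffer negative control and 100% = Enniatin B positive control; higher means more Nile Red kept so more efflux inhibition; some compounds called inactive have numbers as strong as hits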
Active calls of the source: *; / = no result given.

Every second line gives: Efflux pump mplx, EBNA-1 inhibitor, PP5 primary, ZTA DNA inh, TPT1 inhibitor, PREPL inhibitor, Fh CTSL1 inh, core dimer inh, PP1 counter
- N#CC(C#N)=Cc1ccc(-c2ccccc2)o1
→ 0.1, 0, -0.9, 18, 37*, 2, 5, 9, -5
- COc1ccc(CN2CC3CC(C2)c2cccc(=O)n2C3)cc1OC (centres undefined)
→ 0.2, 1, 2.8, 3, 3, 21, -2, 0, -6
- c1cc(CCN2CCCC2)ccn1
→ -0.1, 1, -1.3, -9, -1, 6, 1, -1, 1
- COC(=O)C1=C(c2ccc(OC)c(OC)c2)C[C@@H]2CC[C@H]1N2C(=O)NCCNC(C)=O
→ 0.1, /, 1.3, -4, /, 3, /, /, -3
- COC(=O)C1=C(c2c(C)noc2C)C[C@@H]2CC[C@H]1N2C(=O)NC1CCCCC1
→ -0.2, /, -1.3, 11, /, 2, /, /, -5
- COC(=O)C1=C(c2cccc(OCc3ccccc3)c2)C[C@@H]2CC[C@H]1N2C(=O)NNCc1ccccc1
→ 0.2, /, 3.6, 6, /, 33, /, /, 7
- CC/C(=N\NC(N)=O)c1c(O)[nH]c(=O)[nH]c1=O
→ 0.4, 7, 0.5, -5, 2, -7, 0, -3, -3
- CCc1ccccc1NC(=O)CNC1CCCCC1
→ 0.0, 1, 2.3, -4, -3, 14, 1, -3, 1
- COc1ccc(N2CCN(CCCN)CC2)cc1
→ 0.0, -5, 3.6, -1, 0, 41, 5, -5, 0
- COc1cc2c(cc1OC)-c1c3c(cc4c1[C@@H](C2)N(C)CC4)OCO3
→ -0.1, -4, -5.3, -18, -6, 20, 16, -25, 8
- O[C@H]1[C@H](O)[C@@H](O)CN2CC[C@H](O)[C@H]12
→ 0.1, -4, 2.2, 4, -1, 4, 4, -8, -2
- O=C(CCN1CCOCC1)NCC(=O)Nc1ccc(Br)cc1C(=O)c1ccccc1
→ 0.0, -3, 0.3, -5, -3, 14, 6, 2, 0
- CCCOC(=O)COc1cc(C)cc2oc(=O)c3c(c12)CCC3
→ 0.0, -6, 3.0, -11, 1, -8, 0, -8, 1
- Cc1c(C)c2cc(Cl)c(OCC(=O)N3C[C@H]4C[C@@H](C3)c3cccc(=O)n3C4)cc2oc1=O
→ 0.0, -6, -1.2, 10, -3, 1, 2, -4, -4
- CCOC(=O)c1[nH]ncc1CN1CCCC(C(=O)c2cccc(Cl)c2)C1 (centres undefined)
→ 0.0, -1, 2.1, -7, -1, 0, 0, -2, -1
- Cc1ccccc1-n1c(C)nc2ccsc2c1=O
→ 0.0, -8, 4.8, -36, 2, -3, -2, -1, 3
- Nc1ccccc1C(=O)OCc1ccc([N+](=O)[O-])cc1
→ 0.1, -8, 1.2, -1, -1, 9, 3, 3, -3
- O=C1NC(=S)N(c2ccccc2)C(=O)/C1=C/c1ccco1
→ -0.2, 5, -0.6, 21, 12, -3, 3, 4, 6
- COC(=O)C1=C(c2ccc(F)cc2OCc2ccccc2)C[C@@H]2CC[C@H]1N2C(=O)NCCNC(C)=O
→ 0.0, /, 3.9, -17, /, 13, /, /, 7
- Nc1ccc([As](=O)(O)O)cc1
→ -0.1, 2, 0.7, 4, -1, -3, -5, 8, -1
- Cc1cccc(CN2CCCC(C(=O)c3ccc(C(F)(F)F)cc3)C2)n1 (centres undefined)
→ -0.1, 2, 0.0, -8, -2, -8, -2, -4, 1
- O=C(COc1ccccc1)N1CCN(CC2CC3C=CC2C3)CC1 (centres undefined)
→ 0.0, 2, 4.4, 3, -1, 0, 0, -2, 3
- Cc1ccc(C2CN(C)CC2C(=O)c2ccc(F)cc2)cc1 (centres undefined)
→ -0.1, 4, 0.7, 10, -1, -17, -2, 2, -3
- O=c1[nH]c(O)c(C=Nc2cc(F)cc(F)c2)c(=O)[nH]1
→ 0.0, -9, 2.7, -15, 2, -6, -2, -10, -3
- CC(C)n1c(=O)c(C=Nc2cccc([N+](=O)[O-])c2)c(O)n(CCc2ccccc2)c1=O
→ 0.0, -8, 1.1, 5, 43*, 10, 3, -1, -2
- CN1C2CCC1CC(OC(c1ccccc1)c1ccccc1N)C2 (centres undefined)
→ 0.6, 5, 3.6, 1, 2, 6, 3, -11, 4
- COC(=O)C1=C(c2ccc(OCc3ccccc3)cc2)C[C@@H]2CC[C@H]1N2C(=O)NCc1ccc(OC)c(OC)c1
→ 0.5, /, 1.1, -1, /, -3, /, /, 1
- CCOC(=O)N(C)c1ccc(C(O)(C(=O)OCC)C(F)(F)F)cc1 (centres undefined)
→ 0.0, 11, -2.1, -3, -1, -7, 0, 5, -1
- COCCNC(=O)CN1C(=O)C(C)N=C(c2ccccc2)c2cc(Cl)ccc21 (centres undefined)
→ 0.1, 3, 1.6, -1, 6, 14, 1, 9, 0
- O=P(Nc1ccccc1)(Nc1ccccc1)Oc1cccc(Cl)c1
→ 0.1, -14, 5.6, -6, -1, 10, -2, 2, 0
- COc1cccc(N2CCN(Cc3cccc(Cl)c3)CC2)c1
→ 0.0, 13, -0.2, 4, 1, 17, -2, 1, 0
- CCN(CC)c1ccc(/C=C2\C(=O)NC(=O)N(CC3CCCO3)C2=O)cc1 (centres undefined)
→ -0.1, 16, 1.7, 16, 13, 1, 2, 2, 1
- Cn1cc(C(=O)Cc2ccccc2)c2ccccc21
→ -0.3, 4, 1.1, -19, -1, -1, -1, -4, 4
- COc1ccc2c(c1O)-c1cccc3c1[C@@H](C2)N(C)CC3
→ 0.0, -4, 3.4, 7, -1, 0, 0, -5, -3
- CCN1c2nc3ccccn3c(=O)c2CC2(C(=O)N(C)C(=O)N(C)C2=O)C1C (centres undefined)
→ -0.1, 2, 1.8, -11, 1, -15, -3, -3, -2
- CCCCn1c(O)c(/C=N/N2CCOCC2)c(=O)[nH]c1=S
→ -0.1, -6, -1.1, 14, -1, -3, 3, 1, -2
- NC(C(=O)O)c1cc(=O)[nH]o1 (centres undefined)
→ 0.0, 6, -1.0, 4, 1, 4, -1, 1, 0
- CCCCC/C(=N/O)c1c(C)[nH]c2ccccc12
→ -0.1, -6, 1.7, -6, 0, -1, 0, 1, -3
- O=C(COc1ccccc1F)N1CCN(CCN2C(=O)c3cccc4cccc(c34)C2=O)CC1
→ 0.0, -6, -1.1, 1, -1, -6, 1, 4, -2
- O=C(O)CNC1c2ccccc2CSc2ccccc21 (centres undefined)
→ 0.1, 6, -0.2, 8, -3, -1, -1, 5, -2
- COc1ccc(OCC#CCN2CCNCC2)cc1
→ 0.0, 5, -0.3, 11, -3, -1, 2, 4, 0
- NCC(CC(=O)O)C1CCCCC1 (centres undefined)
→ 0.0, 4, 0.1, 5, -1, 4, 1, 6, -1
- CC1Oc2cc3c(-c4c(O)cc(O)c5c(O)c6c(cc45)OC(C)C(C)C6=O)c(O)cc(O)c3c(O)c2C(=O)C1C (centres undefined)
→ -0.1, 5, 5.3, -1, -9, 85*, 1, -10, 57*
- C#CCOc1ccc2c(c1)c(C(C)=O)c(C)n2Cc1ccccc1
→ -0.1, -5, -1.2, 5, -3, 5, 3, 4, -2
- Fc1ccc2c(c1)nnn2C1CCN(Cc2ccccc2)CC1
→ 0.0, 4, 0.5, 5, -5, 2, -3, -2, -1
- Cc1cc(Cl)nc(N)n1
→ 0.7, 5, -6.7, 1, 1, -1, -1, -5, -2
- CC(=O)N1N=C2C3CCN(CC3)C2C1c1ccccc1 (centres undefined)
→ 0.0, -3, -1.4, -2, 2, -2, -5, 1, -3
- CN(C)C(=O)OCc1n(C)cc[n+]1C
→ 3.4, -11, -0.1, -1, -2, 1, -3, -3, -2
- CC(C)NC(C)Cc1ccc(I)cc1 (centres undefined)
→ -0.1, 9, -0.8, 17, -3, -1, 2, 14, -4
- NP(=O)(Oc1ccc(Cl)cc1)Oc1ccc(Cl)cc1
→ -0.3, -16, 1.6, 0, -5, -3, 3, -5, -3
- CCC1C2Cn3c(nc4ccccc43)C1N(C)O2 (centres undefined)
→ -0.1, 5, 1.7, -6, -6, 5, -1, -3, 1
- CC(C)NC(=O)Cn1cc(C(=O)c2ccccc2F)c2ccccc21
→ 0.0, -11, 1.4, 4, -1, -2, -1, -2, -1
- Cc1ccc(C2=NCC(=O)N(CC(=O)N3CCCCC3)c3sc(C)c(C)c32)cc1
→ 0.1, 3, -1.2, -9, -6, -11, 2, 6, -1
- CNc1cc(N2CCN(C)CC2)ccc1[N+](=O)[O-]
→ 0.0, 1, 2.0, 1, 0, -1, 6, 0, 3
- Cc1cc(C=C2C(=O)N(C)C(=S)N(C)C2=O)c(C)n1C1CCCC1
→ 0.1, 14, 2.5, 5, 9, -8, -1, 6, 5
- Cc1nc2ccccc2n1C1CCN(Cc2nnnn2CCc2ccccc2)CC1
→ 0.3, -8, 0.3, -1, 4, -22, -6, -6, 0
- Cc1ccc(N2C(=O)NC(=O)C3(Cc4ccccc4N4CCN(c5ccccc5)CC43)C2=O)cc1 (centres undefined)
→ 0.4, -2, -0.3, -11, 20, 12, 1, 20, 8

A different layout for part of the listing above.
structure | Efflux pump mplx | EBNA-1 inhibitor | PP5 primary | ZTA DNA inh | TPT1 inhibitor | PREPL inhibitor | Fh CTSL1 inh | core dimer inh | PP1 counter
O=C(CCN1CCOCC1)NCC(=O)Nc1ccc(Br)cc1C(=O)c1ccccc1 | 0.0 | -3 | 0.3 | -5 | -3 | 14 | 6 | 2 | 0
COC(=O)C1=C(c2c(C)noc2C)C[C@@H]2CC[C@H]1N2C(=O)NC1CCCCC1 | -0.2 | / | -1.3 | 11 | / | 2 | / | / | -5
Cc1c(C)c2cc(Cl)c(OCC(=O)N3C[C@H]4C[C@@H](C3)c3cccc(=O)n3C4)cc2oc1=O | 0.0 | -6 | -1.2 | 10 | -3 | 1 | 2 | -4 | -4
Cc1ccc(C2=NCC(=O)N(CC(=O)N3CCCCC3)c3sc(C)c(C)c32)cc1 | 0.1 | 3 | -1.2 | -9 | -6 | -11 | 2 | 6 | -1
COC(=O)C1=C(c2ccc(OC)c(OC)c2)C[C@@H]2CC[C@H]1N2C(=O)NCCNC(C)=O | 0.1 | / | 1.3 | -4 | / | 3 | / | / | -3
NP(=O)(Oc1ccc(Cl)cc1)Oc1ccc(Cl)cc1 | -0.3 | -16 | 1.6 | 0 | -5 | -3 | 3 | -5 | -3
COc1cc2c(cc1OC)-c1c3c(cc4c1[C@@H](C2)N(C)CC4)OCO3 | -0.1 | -4 | -5.3 | -18 | -6 | 20 | 16 | -25 | 8

This is a subset, so the mix of outcomes need not match the whole.
